NR1D1 modulator = modulates human Rev-erb alpha binding to DNA. P20393. Rev-erbα–FITC-DNA binding, fluorescence polarization, 90 min. activity, % at 10 µM. hit rate 0.79% among 370,000. AID 1259318;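 active = activity above about 14%, limit read from the data; passing the limit was not always enough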;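 note: 0% = DMSO wells with 35 nM protein and 100% = DMSO wells with 750 nM protein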
HGIII-sPLA2 inh = Inhibits HGIII-sPLA2 liposome hydrolysis, primary screen. Q9NZ20. QFRET BODIPY PC-A2 liposome hydrolysis, fluorescence. inhibition, % at 12.2 µM. hit rate 0.56% among 370,000;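 active = inhibition above mean plus 3 SD of compounds lying within the high and low control bounds, cut at about 19% in these data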;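 note: 0% = median of test compound wells and 100% = no enzyme DMSO wells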
PLCg1 inh = PLC-gamma1 (human) inhibition, primary screen | P19174 | purified PLC-gamma1, fluorogenic substrate, fluorescence | inhibition, % at 12.2 µM | hit rate 0.84% among 370,000 | AID 720700; in the data active = inhibition above about 9.5%
PLCb3 inh = inhibitors of human phospholipase C beta3; Q01970; Purified PLC-beta3, fluorogenic substrate, fluorescence; hit rate 0.18% among 370,000; inhibition, % at 12.2 µM; in the data active = inhibition above about 11%;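 note: 0% = median of compound wells on plate and 100% = full blocker control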
UHRF1 binding = UHRF1 methyl-DNA binding inhibition | Q96T88 | UHRF1 binding to methylated oligo, TR-FRET | inhibition, % at 4.4 µM | hit rate 0.75% among 370,000 | AID 687016; in the data active = inhibition above about 21%;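 note: UHRF1 SRA domain binding a hemimethylated CpG hairpin DNA probe; 0% = median of test compound wells and 100% = reference inhibitor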
Target sequence (Q96T88 whole entry, looked up, the tested form may be a part): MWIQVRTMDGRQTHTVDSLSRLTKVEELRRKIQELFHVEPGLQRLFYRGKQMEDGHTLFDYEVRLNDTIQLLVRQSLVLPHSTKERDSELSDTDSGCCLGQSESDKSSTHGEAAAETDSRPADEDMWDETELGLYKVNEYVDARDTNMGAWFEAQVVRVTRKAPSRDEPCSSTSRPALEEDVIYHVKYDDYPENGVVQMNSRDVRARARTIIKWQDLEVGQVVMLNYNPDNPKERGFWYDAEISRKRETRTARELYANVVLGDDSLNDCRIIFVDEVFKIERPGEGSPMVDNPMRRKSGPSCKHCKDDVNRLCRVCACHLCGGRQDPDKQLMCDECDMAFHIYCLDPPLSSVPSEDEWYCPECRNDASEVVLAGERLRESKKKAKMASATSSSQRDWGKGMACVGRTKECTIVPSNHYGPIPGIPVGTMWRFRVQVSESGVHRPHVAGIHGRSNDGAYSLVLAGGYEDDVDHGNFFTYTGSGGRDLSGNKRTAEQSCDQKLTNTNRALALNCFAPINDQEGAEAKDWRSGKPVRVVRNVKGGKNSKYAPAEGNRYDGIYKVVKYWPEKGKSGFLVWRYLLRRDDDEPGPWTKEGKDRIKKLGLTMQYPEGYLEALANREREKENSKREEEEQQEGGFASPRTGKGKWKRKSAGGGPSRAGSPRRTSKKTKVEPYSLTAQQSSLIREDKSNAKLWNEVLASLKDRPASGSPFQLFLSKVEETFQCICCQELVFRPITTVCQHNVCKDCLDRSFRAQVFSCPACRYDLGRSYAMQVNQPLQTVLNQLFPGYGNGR
KLK7 zymogen act = activates the human kallikrein-7 zymogen | activation, % at 7 µM | purified proKLK7, EDANS-DABCYL substrate fluorescence; 100% is mature enzyme control, 0% vehicle | P49862 | hit rate 0.9% among 370,000;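 active = activation above the mean of all tested compounds plus 3 SD, computed per campaign excluding outliers beyond control limits, cut at about 13% in these data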
Target sequence (P49862 whole entry, looked up): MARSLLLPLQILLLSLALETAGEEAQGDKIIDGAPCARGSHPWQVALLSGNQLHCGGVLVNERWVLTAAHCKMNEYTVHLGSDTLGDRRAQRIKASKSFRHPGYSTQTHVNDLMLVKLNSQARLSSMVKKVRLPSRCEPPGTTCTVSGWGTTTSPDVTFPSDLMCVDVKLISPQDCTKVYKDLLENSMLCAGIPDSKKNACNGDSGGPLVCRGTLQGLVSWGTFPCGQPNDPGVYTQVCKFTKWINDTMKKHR
DDE Tn6 FP inh = inhibitors of Tn6 peptide binding to human fibrin DD(E). Fibrin DD(E) TRITC-Tn6 fluorescence polarization displacement. hit rate 0.21% among 370,000. inhibition, % at 8.3 µM. P02675;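 active = inhibition above a per-campaign cutoff: mean of compounds within control limits plus 3 SD, cut at about 15% in these data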;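 note: 0% = median of all compound wells on the plate and 100% = blocking peptide control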
ARFGAP1 inh = inhibitors of rat ARFGAP1. hit rate 0.26% among 360,000. inhibition, % at 16.5 µM. Arfgap1-stimulated ARF1 GTP hydrolysis, GDP FP detection;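 active = inhibition above a per-plate limit, mean inhibition of low control wells plus 3 SD, cut at about 25% in these data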;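 note: 0% = DMSO wells with enzyme and 100% = wells lacking Arfgap1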
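material = rat Arfgap1 catalytic domain, aa 1-136 | also added = human ARF1(Δ1-17)-GTP substrate | compound dosing = one concentration, 16.5 µM, DMSO 1.26% | times = GTP hydrolysis reaction 2 h at 25 °C | measured by = FP, GDP Alexa 633 tracer displaced from anti-GDP antibody, 620/688 nm | evaluation = percent inhibition of Arfgap1-stimulated GTP hydrolysis | replication = single well per compound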
ASAP1 GAP inh = inhibitors of human ASAP1 ArfGAP activity; Q9ULH1; ASAP1-stimulated ARF1 GTP hydrolysis, GDP FP detection; inhibition, % at 16.5 µM; hit rate 0.19% among 360,000; in the data active = inhibition above about 25%;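 note: 0% = vehicle with enzyme and substrate and 100% = no enzyme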
Tn7 DDE FP = DD(E)-Tn7 binding inhibition, primary FP screen. P02675. FP displacement of FITC-Tn7 peptide from fibrin DD(E); 0% = median of compound wells per plate. inhibition, % at 8.3 µM. hit rate 0.13% among 370,000. AID 720508;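 active = inhibition above the mean of compounds falling within the control limits plus 3 SD of them, cut at about 14% in these data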;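 note: 0% = plate median of compound wells and 100% = 10 µM Aha-Tn7 peptide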
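Also added: labelled Tn7 tracer, 0.1 µM; Assay system: human fibrin DD(E) protein; Amount: 2 µM fibrin DD(E); Schedule: 10 min compound pre-incubation, 3 h probe incubation at room temperature; Repeats: one replicate per compound; Read-out basis: percent inhibition; Measured by: fluorescence polarization of the labelled Tn7 tracer.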
Numbers without * were called inactive; . = no result given.

Molecule,NR1D1 modulator,HGIII-sPLA2 inh,PLCg1 inh,PLCb3 inh,UHRF1 binding,KLK7 zymogen act,DDE Tn6 FP inh,ARFGAP1 inh,ASAP1 GAP inh,Tn7 DDE FP
O=S(=O)(c1cccc(-c2n[nH]c(=S)n2-c2ccccc2Cl)c1)N1CCOCC1,-2,4,-4,-4,-1,-0.1,6,5,2,3
O=S(=O)(c1ccccc1C(F)(F)F)N1CCOCC1,-3,2,2,3,-2,-0.6,0,1,4,-6
Cc1ccc(S(=O)(=O)N2CCCCC2)cc1NC(=O)CSc1nc(N)cc(=O)[nH]1,-7,-5,0,-12,3,-0.5,-11,-8,-8,3
COc1ccc(/C=N/NC(=O)Cn2nc([N+](=O)[O-])cc2C)c(OC)c1OC,-3,1,-1,-5,-3,-0.3,3,-3,5,3
Cc1cc(C)n(CCNC(=O)[C@H]2O[C@@H](n3ccc(N)nc3=O)[C@H](O)[C@@H]2O)n1,-1,6,-2,2,-1,-0.3,7,-9,-3,6
O=C(O)c1c2c(nc3ccc(S(=O)(=O)N4CCC(C(=O)N5CCCCC5)CC4)cc13)CCCC2,-5,-7,-25,-30,-1,-0.5,2,8,1,-4
Cc1ccccc1CNc1nc(N)n(-c2ccccc2)n1,-3,-1,1,4,-1,0.1,2,1,-13,-3
O=C(CN1C(=O)/C(=C\c2cccc(Br)c2)Oc2ccccc21)NCC1CCCO1 (stereo not drawn),-4,2,-75,-125,1,-86,-6,-8,9,5
Cc1ccccc1NC(=O)COc1ccc(Br)cc1CNCCCO,-2,-1,2,-4,-1,-0.2,2,-6,7,-2
CCOC(=O)Nc1sc(NS(=O)(=O)c2ccc(C)cc2)nc1C,-5,0,-2,0,2,-0.2,6,6,-3,-5
CSc1cccc(CN2CCN(Cc3ccc(F)c(F)c3)C(CCO)C2)c1 (stereo not drawn),-5,-9,1,4,1,1.0,4,3,-6,1
CC(NC(=O)C(C)N1c2cccc3cccc(c23)S1(=O)=O)c1ccccc1 (stereo not drawn),1,3,-159,-240,5,-2.2,-9,3,7,-6
O=C(NCc1ccco1)c1ccc(Br)s1,1,2,0,0,3,-0.8,-1,8,9,-5
C[C@H](CO)N1C[C@H](C)[C@H](CN(C)C(=O)Nc2cccc(Oc3ccccn3)c2)OCc2cnnn2CCCC1=O,2,3,-1,3,2,0.1,-2,-12,-4,-5
CCC1CCCCN1C(=O)C1CC(c2cc(Cl)c(OC)cc2OC)=NO1 (stereo not drawn),4,-11,0,-5,-1,-0.1,2,10,10,8
N#CN=C1SCCS1,-1,-7,0,0,5,0.5,3,4,9,-6
CCN(c1ccccc1)S(=O)(=O)c1ccc(Cl)c(NC(=O)CN(C)Cc2cccc(F)c2)c1,-2,2,2,-5,-1,-0.2,-1,-4,-3,2
Cc1cccc(NC(=O)CCC2CCN(C(=O)C3CC=CCC3)CC2)c1 (stereo not drawn),-1,1,3,-9,-1,0.5,3,9,4,-3
Cc1ccc(NC(=O)CSc2nnc(-c3ccncc3)n2C)cc1C,4,-6,2,4,-1,-0.1,5,-3,-5,5
COc1cccc(CNC(=O)[C@H]2CCCN2C(=O)[C@H]2CCCN2C(=O)c2cccc(F)c2)c1,-4,3,3,5,8,-0.1,2,-6,-10,13
O=C(Nc1nnc(-c2ccc(Cl)cc2)o1)c1ccc(N2C(=O)CCC2=O)cc1,2,4,2,2,-2,0.3,-2,2,1,3
O=C(O)c1ccc(CNC(=O)C23CC4CC(CC(C4)C2)C3)cc1,-2,8,-1,-7,-3,-0.3,-1,-2,-8,2
COc1ccccc1NC(=O)Cn1nnc(C(=O)NCCc2ccccc2)c1N,8,-4,1,1,0,-0.3,5,9,5,3
O=C(C1CC1)N1CCc2sccc2C1c1ccc(Cl)cc1 (stereo not drawn),6,-2,4,-5,51*,0.4,0,3,-10,2
COC(=O)[C@]12C[C@H](CC(=O)N3CCN(C(=O)C4CC4)CC3)C(=O)N(Cc3ccccc3)C1=C[C@H](COCc1ccccc1)O[C@@H]2C,2,0,3,1,-1,0.4,-3,.,.,-5

Random excerpt: 4 entries already listed, in no set order.
Molecule,NR1D1 modulator,HGIII-sPLA2 inh,PLCg1 inh,PLCb3 inh,UHRF1 binding,KLK7 zymogen act,DDE Tn6 FP inh,ARFGAP1 inh,ASAP1 GAP inh,Tn7 DDE FP
N#CN=C1SCCS1,-1,-7,0,0,5,0.5,3,4,9,-6
CCN(c1ccccc1)S(=O)(=O)c1ccc(Cl)c(NC(=O)CN(C)Cc2cccc(F)c2)c1,-2,2,2,-5,-1,-0.2,-1,-4,-3,2
CC(NC(=O)C(C)N1c2cccc3cccc(c23)S1(=O)=O)c1ccccc1 (stereo not drawn),1,3,-159,-240,5,-2.2,-9,3,7,-6
C[C@H](CO)N1C[C@H](C)[C@H](CN(C)C(=O)Nc2cccc(Oc3ccccn3)c2)OCc2cnnn2CCCC1=O,2,3,-1,3,2,0.1,-2,-12,-4,-5

The results go on:
mol	NR1D1 modulator	HGIII-sPLA2 inh	PLCg1 inh	PLCb3 inh	UHRF1 binding	KLK7 zymogen act	DDE Tn6 FP inh	ARFGAP1 inh	ASAP1 GAP inh	Tn7 DDE FP
O=C(NC1CCCC1)C1C2C=CC(C2)C1C(=O)N1CCOCC1 (stereo not drawn)	0	-2	1	3	-1	-0.5	1	2	-4	-1
COc1cccc(CCNC(=O)c2ccc(OC)c(OC3CCN(C(C)C)CC3)c2)c1	3	-1	3	7	-1	-0.1	4	-14	6	2
O=C(N=C1N=C2C=CC=CN2Cc2ccccc21)c1ccc(S(=O)(=O)N2CCCC2)cc1	6	2	1	-4	-5	0.1	10	-1	-6	3
CCN(CC)c1ccc(C(=O)OCC(=O)Nc2cccc(S(=O)(=O)NC3=NCCCCC3)c2)cc1	4	-44	-13	-23	-2	-1.1	-6	-16	-15	7
O=C(NNC(=O)c1c(F)cccc1F)c1ccccc1OC(F)(F)F	-4	-5	2	-3	-5	0.0	4	6	-12	-7
CSCC[C@@H](CO)NC(=O)[C@H]1O[C@@H](n2ccc(=O)[nH]c2=O)[C@H](O)[C@@H]1O	5	2	-2	-1	-1	-0.3	3	12	-1	2
O=C(CSc1nnc(-c2cccnc2)s1)Nc1ccc(C(=O)O)cc1	-1	15	3	-2	5	-0.2	-2	2	-16	5
O=C1CN(C(=O)CNCc2ccccc2)c2ccccc2N1	12	7	6	1	1	-0.4	-2	11	-1	6
CCOC(=O)C1=C(C)NC(SCC(N)=O)=C(C#N)C1c1ccccc1 (stereo not drawn)	5	18	3	-6	3	0.0	6	-3	-4	-1
CCOC(=O)CN1C(=O)N[C@@H](c2ccc(Br)cc2)C(C(=O)OC)=C1C	8	0	-4	0	-2	0.0	-3	-6	1	7
CC1(C)CC[C@]2(C(=O)O)CC[C@]3(CO)C(=CCC4[C@@]5(C)C[C@H](O)[C@H](O)[C@@](C)(C(=O)O)C5CC[C@]43C)[C@@H]2C1 (stereo partly drawn)	0	5	2	2	0	-0.4	6	-11	10	0
Cc1ccc(C2(C)NC(=O)N(CC(=O)Nc3ccc4c(c3)OCO4)C2=O)cc1 (stereo not drawn)	1	-1	0	5	0	0.2	12	-10	-15	-2
O=C(/C=C/c1cccc([N+](=O)[O-])c1)c1ccco1	3	3	-1	-2	1	-0.3	2	-6	6	0
Cc1ccc(CN(c2ccc(C(=O)Nc3ccc4c(c3)OCO4)cc2)S(C)(=O)=O)cc1	2	-25	3	-2	-4	0.6	0	-9	-2	2
CC(=O)OC[C@@H]1CN(Cc2ccccc2)C[C@H](n2cnc3c(NCc4ccc(F)cc4)ncnc32)O1	0	-21	3	-1	0	0.3	4	-1	1	2

Part of the list above in order of SMILES length, low to high:
mol	NR1D1 modulator	HGIII-sPLA2 inh	PLCg1 inh	PLCb3 inh	UHRF1 binding	KLK7 zymogen act	DDE Tn6 FP inh	ARFGAP1 inh	ASAP1 GAP inh	Tn7 DDE FP
CCOC(=O)C1=C(C)NC(SCC(N)=O)=C(C#N)C1c1ccccc1 (stereo not drawn)	5	18	3	-6	3	0.0	6	-3	-4	-1
Cc1ccc(C2(C)NC(=O)N(CC(=O)Nc3ccc4c(c3)OCO4)C2=O)cc1 (stereo not drawn)	1	-1	0	5	0	0.2	12	-10	-15	-2
CSCC[C@@H](CO)NC(=O)[C@H]1O[C@@H](n2ccc(=O)[nH]c2=O)[C@H](O)[C@@H]1O	5	2	-2	-1	-1	-0.3	3	12	-1	2

Additional results
mol	NR1D1 modulator	HGIII-sPLA2 inh	PLCg1 inh	PLCb3 inh	UHRF1 binding	KLK7 zymogen act	DDE Tn6 FP inh	ARFGAP1 inh	ASAP1 GAP inh	Tn7 DDE FP
COc1ccc(OCc2cc(C(=O)N3CCCCCC3)no2)c(Cl)c1	-7	-11	3	-10	5	-0.6	4	7	-2	-8
Cc1nc(Oc2ccccc2)c2ccccc2n1	-6	10	5	1	5	-0.7	2	11	0	5
COc1ccc(OCC(=O)Nc2ccccc2Cl)cc1	-2	3	2	-5	5	0.0	7	13	1	2
COC(C(=O)N1CCC(CCC(=O)Nc2ccccc2)CC1)c1ccccc1 (stereo not drawn)	6	3	3	-4	27*	-0.6	-5	-1	1	-5
COc1cc(/C=N/NC(=O)C[n+]2ccccc2)cc(OC)c1OC(C)=O	4	-5	1	-5	1	0.1	4	0	-2	3
Cc1oc(-c2ccc(Cl)cc2)nc1CS(=O)CC(=O)NC1CC1 (stereo not drawn)	1	10	-2	-10	3	0.3	-4	-3	-3	1
CC(C)(Oc1ccc(Cl)cc1)C(=O)NCCN1C(=O)S/C(=C/c2cccnc2)C1=O	1	7	1	2	2	0.1	-1	6	-3	-3
O=C(CSc1nnc(-c2cccs2)n1C1CC1)NCC1CCCO1 (stereo not drawn)	-2	4	-2	-5	-2	-0.3	1	12	5	3
CCCN(CCC)CCSc1nc(O)c(C(C)C)c(=O)[nH]1	-3	-2	1	1	2	0.4	5	2	6	1
Fc1ccccc1CCNc1c2c(nc3ncnn13)CCCC2	-3	-1	0	-1	-2	-0.2	8	4	12	-3
COc1ccc(OC)c(NC(=S)NCc2cccnc2)c1	-2	10	0	1	0	-1.0	0	6	-2	0
O=C(OCCN1C(=O)c2ccccc2C1=O)c1cc2ccccc2o1	3	1	1	-3	2	-0.3	4	9	8	-2

From PubChem BioAssay
